NOD2-RIPK2 inh = inhibitors of human NOD2-RIPK2 interaction; O43353; actives 0.38% (n = 360,000); inhibition, % at 4.98 µM; CHO BLA complementation NOD2-RIPK2, CCF4 ratio; in the data active = inhibition above about 21%;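 also: 0% = vehicle only and 100% = reference blocker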
NR2F2 inh = blocks human COUP-TFII nuclear receptor | AID 686940 | HEK293T NGFI-A luciferase reporter, luminescence | inhibition, % at 8.6 µM | P24468 | actives 0.7% (n = 370,000);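 active = inhibition above a per-plate cutoff, mean inhibition of test wells between control levels plus 3 SD, cut at about 38% in these data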;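 also: cells cotransfected with COUP-TFII expression vector driving the NGFI-A reporter; 0% = median of COUP-TF2 test wells and 100% = reporter-only cells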
NCOA3 inh = inhibits human SRC3 coactivator | Q9Y6Q9 | HEK293 GAL4-SRC3 luciferase reporter, luminescence | inhibition, % at 3.6 µM | actives 0.17% (n = 360,000) | AID 588352;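 active = inhibition above a per-campaign cutoff, the mean of all compounds plus 3 SD, cut at about 60% in these data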;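 also: 0% = DMSO-treated cells and 100% = gossypol-treated cells at 36 µM; higher means less SRC3-driven luciferase light from the GAL4 reporter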
TLR9-MyD88 inh = inhibitors of human TLR9-MyD88 binding | CHO BLA complementation TLR9-MyD88, CCF4 FRET ratio | AID 504734 | inhibition, % at 4.98 µM | actives 0.21% (n = 340,000);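 active = inhibition above the mean over all tested compounds plus 3 SD, cut at about 21% in these data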;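 also: 0% = DMSO only wells and 100% = clavulanate BLA inhibitor control wells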
NR5A2 inv ag = suppresses constitutive activity of human LRH-1. O00482. HEK293T StAR-luciferase reporter, LRH-1 transfected, 24 h. inhibition, % at 3.6 µM. actives 0.13% (n = 360,000). AID 602396;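 active = inhibition above the mean inhibition of all tested compounds plus 3 SD, cut at about 73% in these data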;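 also: 0% = DMSO wells and 100% = reporter-only cells lacking LRH-1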
NCOA2 inhibitor = human SRC2 (NCOA2) inhibition | Q15596 | HEK293 GAL4-SRC2 luciferase reporter, luminescence | inhibition, % at 9 µM | actives 0.17% (n = 370,000);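 active = inhibition above the mean inhibition of all tested compounds plus 3 SD, set per campaign, cut at about 52% in these data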;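 also: 0% = DMSO treated cells and 100% = cells given Gossypol at 36 µM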
Target sequence (Q15596 whole entry, looked up, the tested form may be a part): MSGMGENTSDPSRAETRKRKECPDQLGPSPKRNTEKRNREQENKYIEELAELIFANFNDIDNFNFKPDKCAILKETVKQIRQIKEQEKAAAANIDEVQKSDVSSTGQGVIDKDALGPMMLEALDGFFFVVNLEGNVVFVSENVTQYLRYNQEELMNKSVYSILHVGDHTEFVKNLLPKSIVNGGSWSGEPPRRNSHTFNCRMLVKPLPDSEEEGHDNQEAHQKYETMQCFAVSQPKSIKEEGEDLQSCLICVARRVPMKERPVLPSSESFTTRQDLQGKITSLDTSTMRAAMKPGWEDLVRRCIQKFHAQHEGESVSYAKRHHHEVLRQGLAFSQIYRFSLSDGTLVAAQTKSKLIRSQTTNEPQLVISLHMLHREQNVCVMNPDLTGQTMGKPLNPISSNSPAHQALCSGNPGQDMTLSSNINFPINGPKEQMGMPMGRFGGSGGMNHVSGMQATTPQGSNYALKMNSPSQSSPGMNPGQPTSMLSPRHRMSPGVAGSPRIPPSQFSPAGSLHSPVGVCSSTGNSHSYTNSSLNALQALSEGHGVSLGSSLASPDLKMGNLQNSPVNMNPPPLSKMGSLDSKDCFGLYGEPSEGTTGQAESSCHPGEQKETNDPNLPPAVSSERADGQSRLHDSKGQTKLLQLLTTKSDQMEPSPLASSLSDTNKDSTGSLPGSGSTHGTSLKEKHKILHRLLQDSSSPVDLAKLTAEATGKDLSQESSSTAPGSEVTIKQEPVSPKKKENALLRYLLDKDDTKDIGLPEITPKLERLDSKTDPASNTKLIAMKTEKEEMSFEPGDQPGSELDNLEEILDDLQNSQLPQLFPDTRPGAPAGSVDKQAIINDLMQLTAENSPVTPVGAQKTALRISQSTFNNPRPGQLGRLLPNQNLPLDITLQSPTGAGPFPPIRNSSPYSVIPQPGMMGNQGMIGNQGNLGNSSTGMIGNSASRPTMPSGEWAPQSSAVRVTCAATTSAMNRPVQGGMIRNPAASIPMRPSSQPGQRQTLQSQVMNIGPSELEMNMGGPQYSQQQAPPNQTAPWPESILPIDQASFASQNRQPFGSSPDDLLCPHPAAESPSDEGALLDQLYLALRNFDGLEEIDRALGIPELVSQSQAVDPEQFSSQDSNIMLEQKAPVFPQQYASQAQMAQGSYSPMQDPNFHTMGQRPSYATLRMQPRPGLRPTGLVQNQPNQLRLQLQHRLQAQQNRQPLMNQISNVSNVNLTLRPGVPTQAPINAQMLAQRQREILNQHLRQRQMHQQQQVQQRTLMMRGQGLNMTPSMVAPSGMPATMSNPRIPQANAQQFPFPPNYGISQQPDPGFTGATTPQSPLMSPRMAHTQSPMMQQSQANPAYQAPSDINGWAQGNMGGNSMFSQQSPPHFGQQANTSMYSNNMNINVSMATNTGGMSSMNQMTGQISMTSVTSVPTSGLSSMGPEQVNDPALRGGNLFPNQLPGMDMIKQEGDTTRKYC
TROY signal inh = inhibitors of TROY-dependent NF-kB signaling | Q293 LMP1-TROYcd NF-kB luciferase reporter, 4 h | inhibition, % at 10 µM | actives 0.98% (n = 360,000);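 active = compounds whose plate-normalised and pattern-corrected inhibition of the luciferase reporter signal at the single screening dose is 50% or more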
TWEAK-Fn14 inh = TWEAK-Fn14 signaling inhibition | TWEAK-stimulated Fn14 reporter cells, luciferase luminescence, 8 h | inhibition, % at 10 µM | actives 2% (n = 360,000); in the data active = inhibition above about 50%
Exocytosis inh = lytic granule exocytosis inhibition | AID 651702 | actives 0.66% (n = 360,000) | inhibition, % at 10 µM | TALL-104 LAMP-1 surface exposure, flow cytometry; cells stimulated with thapsigargin and PMA;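 active = inhibition above about 55%, limit read from the data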
ABHD5-PLIN5 inh = ABHD5-PLIN5 protein interaction inhibition | Split G. princeps luciferase complementation, luminescence, 4 h | Q00G26+Q8WTS1 | actives 0.78% (n = 360,000) | inhibition, % at 4 µM;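 active = inhibition above the mean inhibition across every tested compound plus 3 SD, cut at about 22% in these data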;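 also: 0% = DMSO only wells and the 100% control is not disclosed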
NCOA1 inh = human NCOA1 inhibition | Q15788 | HEK293 GAL4-SRC1 luciferase reporter, luminescence | inhibition, % at 3.6 µM | actives 0.12% (n = 360,000);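 active = inhibition above the campaign mean plus 3 SD, with each screening campaign given its own cutoff, cut at about 60% in these data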;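 also: 0% = DMSO treated cells and 100% = gossypol at 36 µM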
* = called active by the depositor; x = no result given. The list is partial; rates above refer to the full screens.

compound,NOD2-RIPK2 inh,NR2F2 inh,NCOA3 inh,TLR9-MyD88 inh,NR5A2 inv ag,NCOA2 inhibitor,TROY signal inh,TWEAK-Fn14 inh,Exocytosis inh,ABHD5-PLIN5 inh,NCOA1 inh
O=S1(=O)C[C@@H](N2CCCC2)[C@H](COCc2ccccc2)N1,1,7,-10,x,0,-6,2,-12,2,4,1
Cc1ccccc1CC(=O)NC1CCN(Cc2ccccc2)CC1,-2,8,4,-4,7,-3,25,-5,-2,-4,4
CC1(C)CC[C@]2(C(=O)O)CC[C@]3(CO)C(=CCC4[C@@]5(C)C[C@H](O)[C@H](O)[C@@](C)(C(=O)O)C5CC[C@]43C)[C@@H]2C1 (stereo partly specified),4,-19,1,-7,-3,-37,7,2,43,8,0
Cc1cc(C)cc(NC(=O)C2CCCN2/C=C/C(=O)C(F)(F)F)c1 (stereo unspecified),4,1,2,5,16,-7,-3,-24,0,-4,-30
O=[N+]([O-])c1cccc(/C=N\N2CCN(Cc3ccccc3Cl)CC2)c1,-6,12,-52,8,-18,3,-18,-21,-1,-22,-15
COc1cccc(NC(=S)NCc2ccncc2)c1,-16,13,4,2,15,-25,3,-6,1,4,-29
Cc1cc(=O)[nH]c(SCC(=O)Nc2ccccc2C#N)c1C#N,6,2,7,-7,7,-10,23,4,0,0,4
NC(=O)CC(NC(=O)c1cccc(Br)c1)c1ccc(NCC2CC2)c([N+](=O)[O-])c1 (stereo unspecified),-5,-6,-5,-6,6,22,-6,-10,-8,-3,-2
O=c1nc(SCc2cccc(C(F)(F)F)c2)nc2ccccn12,-6,-6,-10,-8,-23,-25,-17,-4,7,1,-27
Cc1cc(C)c(NC(=O)COC(=O)c2c(C)noc2C)c(Cl)c1,1,-15,-11,2,-2,4,-5,6,-9,0,7
CC(=O)/C=C\c1ccccc1OC(=O)c1cc2ccccc2oc1=O,0,11,-2,-4,3,-9,19,11,16,17,-23
CCc1ccc(-c2nc(SCC(=O)NC3CCS(=O)(=O)C3)n[nH]2)cc1 (stereo unspecified),6,-12,-44,-3,-28,-24,-31,-17,-4,3,-55
C=C(C(=O)O)C1CCC2(C)CCCC(C)(O)C2C1 (stereo unspecified),-1,8,-16,4,-24,17,-10,-9,0,-9,5
CCn1c(SCC(=O)c2ccc3c(c2)Cc2ccccc2-3)nnc1-c1ccc(N)cc1,1,4,-10,-8,4,-2,7,-5,0,1,-30
CCOC(=O)C1=C(C)NC(SCC(N)=O)=C(C#N)C1c1cccs1 (stereo unspecified),4,14,12,4,-16,-3,2,-17,-4,-7,-4
O=C(NC(=S)Nc1ccc2[nH]c(=O)[nH]c2c1)c1ccccc1[N+](=O)[O-],-4,3,8,-6,4,-2,-7,9,-2,1,-17
CC1CN(C(=O)COC(=O)COc2ccc(C#N)cc2)CC(C)O1 (stereo unspecified),1,-21,3,6,2,-24,9,6,-1,-1,0
CCOc1ccc(NC(=O)CN(C)C(=O)c2ccc(=O)[nH]c2)cc1OCC,-5,-2,2,5,5,-15,-1,-14,12,-2,-24
CCCCC(c1nnnn1CCOC)N1CCN(C(=O)c2ccco2)CC1 (stereo unspecified),0,20,-9,-2,-12,-7,20,0,1,2,-19
Cc1c(O)c(CN2CCCCC2)cc2c3c(c(=O)oc12)CCC3,-9,-30,-9,1,1,-32,-10,-26,-1,-1,2
COc1ccc(C(=O)OCC(=O)c2cc(C)n(CC3CCCO3)c2C)cc1[N+](=O)[O-] (stereo unspecified),4,1,15,-6,6,26,-10,-4,1,2,6
CCN1C[C@@H]2[C@@H]3C(=O)N(C)C(=O)[C@@H]3[C@](C)(C1=O)N2C(=O)c1ccc(C)cc1,-4,2,-17,6,11,-11,-6,-17,6,2,-11
COc1ccc(NC(=O)C(c2ccccc2)c2ccccc2)cn1,-5,6,-28,2,-16,-15,9,-2,0,2,-7
CCOc1ccccc1CN1CCC(n2nccc2NC(=O)CCc2ccccc2)CC1,-2,-17,-17,-1,-9,-8,3,-20,1,6,-4
O=C(NCC12CC3CC(CC(C3)C1)C2)c1cc2n(n1)C(C(F)(F)F)CC(c1ccco1)N2 (stereo unspecified),3,15,6,3,14,31,-11,17,4,-1,-6
C=CCNC(=S)N/N=C(\C)c1cccc(OC)c1,-3,-15,11,-4,-6,-14,-28,-4,-2,7,6
COc1ccccc1CNC(=O)CC(NS(=O)(=O)c1ccc(C)cc1)c1ccco1 (stereo unspecified),-10,-4,9,1,9,-24,8,-15,-3,-2,8
Cc1ccc(C(=O)c2cc([N+](=O)[O-])ccc2N2CC(C)OC(C)C2)cc1 (stereo unspecified),2,12,1,-4,6,-10,26,10,4,-3,-8
CC(C)(C)c1ccc(NC(=O)c2ccccc2)c([N+](=O)[O-])c1,-1,-23,-53,-1,-83,-67,58*,30,1,-6,-105
CCOC(=O)C1(C)CCCN(C(=O)c2ccc(OC)c(OC)c2)C1 (stereo unspecified),-12,13,-1,x,9,5,3,-3,-1,3,5
COc1cccc(CN2CCC2(C)C(=O)NCc2cccc(C(F)(F)F)c2)c1OC (stereo unspecified),13,23,11,x,20,5,12,16,-3,-1,8
CCCN(CC(=O)Nc1ccc(Cl)cc1Cl)C(=O)c1ccc(=O)[nH]c1,-18,6,19,-11,9,-51,-10,10,6,6,-3
COc1ccc(CC(=O)Nc2cc(Cl)ccc2O)cc1,-8,5,-1,6,-11,-15,-5,4,1,-12,-14
COc1ccccc1NC(=O)c1ccc(COc2ccccc2OC)o1,-4,3,8,0,0,9,-11,28,-6,2,-16
O=C(c1cc(COc2ccc(F)c(F)c2)on1)N1CCSCC1,-2,-16,-11,-1,-53,-32,-40,-31,-4,-5,-14
Cc1ccc([N+](=O)[O-])cc1NC(=O)CN(C(=O)c1ccc(Cl)cc1)C1CCCCC1,3,-6,2,-6,-1,-18,-3,-21,4,4,3
CC(C)CNC(=O)c1cccc(NC(=O)CSc2ccccc2)c1,7,11,-2,5,12,5,11,32,-2,-1,-14
CCCC[C@H]1C2=C3[C@@H](CC(C(=O)OC)=C[C@@H](C(=O)OC)[C@H]3C(C)(C)C2=O)n2c(=O)n(-c3ccccc3)c(=O)n21,4,-9,14,8,6,7,-6,-1,1,-9,-17
COCCOC(=O)c1c(N)n(CCCN2CCOCC2)c2nc3ccccc3nc12,-3,11,16,5,9,-12,5,25,-3,6,-4
CCC(CC)C(=O)Nc1c2cnn(-c3ccccc3)c2nc(=O)n1-c1ccccc1,-14,-7,6,-4,13,9,-6,1,-1,-1,-8
CCn1nc(C)c(CNC(=O)c2ccc(OC3CCN(Cc4ccccn4)CC3)cc2)c1C,-16,58*,26,1,27,8,13,17,-2,6,-1
Cc1ccc(CSc2nnc(-c3ccc(S(=O)(=O)N4CCCC4)cc3)o2)cc1,-6,-1,0,7,1,-19,-2,-27,0,-2,-8
COc1ccccc1N(CN1C(=O)c2ccccc2C1=O)C(=O)c1cccnc1,-3,-2,-19,-6,-14,-23,17,-5,-2,-2,-39
Cc1ccc(C(=O)N[C@H](C(=O)Nc2ccc(F)cc2)C(C)C)cc1,7,7,-37,-4,-14,-3,3,6,0,0,-41
COC(=O)[C@@]12C[C@@H](CC(=O)N3CCCCC3)C(=O)N(Cc3cccc4ccccc34)C1=CCC(C)(C)C2,-5,-10,x,x,-16,-32,x,x,20,-1,x
N#Cc1c(N)sc(=S)c2c1CCCCC2,12,5,4,10,0,-11,10,2,2,-15,-6
c1ccc(CCc2ccccc2-c2nc(-c3cccnc3)no2)cc1,-6,9,0,-5,7,-20,-12,-4,1,-3,-2
CCOC(=O)c1c(N)n[nH]c1-c1ccc(OC)cc1,-12,17,-24,-8,-22,-8,-4,28,0,2,4

Structures listed so far with a COOH group, in the order listed:
compound,NOD2-RIPK2 inh,NR2F2 inh,NCOA3 inh,TLR9-MyD88 inh,NR5A2 inv ag,NCOA2 inhibitor,TROY signal inh,TWEAK-Fn14 inh,Exocytosis inh,ABHD5-PLIN5 inh,NCOA1 inh
CC1(C)CC[C@]2(C(=O)O)CC[C@]3(CO)C(=CCC4[C@@]5(C)C[C@H](O)[C@H](O)[C@@](C)(C(=O)O)C5CC[C@]43C)[C@@H]2C1 (stereo partly specified),4,-19,1,-7,-3,-37,7,2,43,8,0
C=C(C(=O)O)C1CCC2(C)CCCC(C)(O)C2C1 (stereo unspecified),-1,8,-16,4,-24,17,-10,-9,0,-9,5

(list continues)
compound,NOD2-RIPK2 inh,NR2F2 inh,NCOA3 inh,TLR9-MyD88 inh,NR5A2 inv ag,NCOA2 inhibitor,TROY signal inh,TWEAK-Fn14 inh,Exocytosis inh,ABHD5-PLIN5 inh,NCOA1 inh
CN(Cc1ccon1)C(=O)CC1C(=O)NCCN1Cc1ccccc1C(F)(F)F (stereo unspecified),-5,-5,14,0,14,-20,6,-7,-2,-1,3
O=C1/C(=C/c2ccc(Cl)cc2)SC(=S)N1CCC(=O)N1CCCCC1CCO (stereo unspecified),-10,-2,1,1,4,11,20,13,0,0,17
COc1ccc(Br)cc1CN1C(=O)NC2(CCCCCC2)C1=O,8,-2,-16,2,-6,10,-10,-1,30,-1,-1
C/C(=N\NC(=O)COc1cccc2ccccc12)c1cccs1,-3,1,14,-2,-6,-19,-24,-19,-2,0,22
CCc1nnc(NC(=O)c2ccc3ncsc3c2)s1,-4,4,-33,5,-44,-27,-53,-27,2,1,-60
Cc1nnc(N(C)C(=O)c2ccncc2)s1,-10,18,16,4,-8,-1,-18,4,-6,2,1

Bioassay records: PubChem BioAssay, several laboratories
